GPR151 ag: activates the human receptor GPR151. actives 1% (n = 650,000). AID 1508602. activation, % at 11.2 µM. Q8TDV0. PathHunter beta-arrestin GPR151 cells, luminescence; in the data active means activation above about 4.9%;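 further: 0% = median of compound wells and 100% = cells with positive control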
Target sequence (Q8TDV0 whole entry, looked up): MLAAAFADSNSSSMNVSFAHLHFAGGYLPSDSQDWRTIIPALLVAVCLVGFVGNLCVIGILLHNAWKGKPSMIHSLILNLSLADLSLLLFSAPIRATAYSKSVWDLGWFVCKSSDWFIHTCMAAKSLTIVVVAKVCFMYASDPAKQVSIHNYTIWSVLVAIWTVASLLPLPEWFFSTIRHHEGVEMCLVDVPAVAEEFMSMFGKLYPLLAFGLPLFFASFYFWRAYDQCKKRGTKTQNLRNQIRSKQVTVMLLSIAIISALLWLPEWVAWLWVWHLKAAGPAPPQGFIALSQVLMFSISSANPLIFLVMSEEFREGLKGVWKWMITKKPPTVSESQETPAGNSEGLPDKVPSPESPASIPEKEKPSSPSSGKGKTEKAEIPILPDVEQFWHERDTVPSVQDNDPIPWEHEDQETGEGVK
FBW7 activator: human FBW7 E3 ligase activation, primary screen; AID 1259310; AlphaScreen FBW7–phospho-cyclin E peptide binding, activator screen; Q969H0; normalized activity (activation), % at 26.1 µM; actives 0.13% (n = 650,000); in the data active means normalized activity above about 1.9%;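 further: purified mutant Fbw7 with reduced substrate affinity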
MITF primary: human MITF inhibition, primary screen; O75030; AlphaScreen MITF homodimerization, bead proximity signal; inhibition, % at 2.6 µM; actives 0.91% (n = 650,000); in the data active means inhibition above about 50%;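 further: 0% = vehicle wells with protein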
Target sequence (O75030 whole entry, looked up): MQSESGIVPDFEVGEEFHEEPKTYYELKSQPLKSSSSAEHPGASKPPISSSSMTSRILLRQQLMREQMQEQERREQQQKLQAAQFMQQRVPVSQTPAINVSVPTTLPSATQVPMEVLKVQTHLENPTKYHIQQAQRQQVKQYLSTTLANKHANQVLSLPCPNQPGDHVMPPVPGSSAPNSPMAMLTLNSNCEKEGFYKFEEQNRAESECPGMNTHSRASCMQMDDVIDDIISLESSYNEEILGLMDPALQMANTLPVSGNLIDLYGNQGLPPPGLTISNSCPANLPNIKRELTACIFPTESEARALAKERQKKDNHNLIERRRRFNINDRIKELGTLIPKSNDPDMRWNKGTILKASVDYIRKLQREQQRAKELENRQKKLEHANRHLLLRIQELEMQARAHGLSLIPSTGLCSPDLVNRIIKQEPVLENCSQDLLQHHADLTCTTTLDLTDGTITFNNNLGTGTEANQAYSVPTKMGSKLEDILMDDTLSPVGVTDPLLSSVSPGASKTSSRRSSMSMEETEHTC
TEAD-YAP inh: TEAD-YAP interaction inhibition; actives 1.4% (n = 640,000); inhibition, % at 9.12 µM; HEK-TIYL cells, TEAD-Gal4/YAP UAS-luciferase luminescence; in the data active means inhibition above about 32%;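 further: 0% = median of test compound wells and 100% = reference inhibitor wells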
* marks the source's active call; other numbers are inactive results. Rows were taken by chance. Share with any hit: about 3.5%.

Values run as follows: GPR151 ag | FBW7 activator | MITF primary | TEAD-YAP inh
- O=C(NCC1Cc2cccc(-c3ncccn3)c2O1)c1cccc(N2CCCC2=O)c1 (stereo not drawn)
  -0.1 | -0.1 | -6 | 5
- COc1ccccc1-c1nc2s/c(=C\c3ccc([N+](=O)[O-])cc3)c(=O)n2n1
  -1.4 | 0.1 | 14 | -2
- O=C1NC(=Nc2ccccc2Cl)S/C1=C/c1ccccc1Sc1ccc(Cl)cc1
  0.5 | 0.1 | -4 | -1
- CN1CCN(c2cc3c(nn2)Oc2ccccc2N3C)CC1
  -8.7 | 0.0 | 13 | -46
- C=CCn1c(SCC(N)=O)nc2sc3c(c2c1=O)CCCC3
  0.4 | -0.1 | 10 | 3
- Cc1ccc2c(c1)N(CC(=O)NC1CCCCC1)C(=O)c1cccnc1O2
  0.3 | -0.1 | 5 | 9
- COc1ccc(-c2noc(N3CCN(c4ccc(C)cc4)C(C)C3)n2)cc1 (stereo not drawn)
  5.0* | 0.0 | 1 | 1
- CC1=C(C#N)c2nc(N)c(C#N)c(C)c2/C1=C\c1ccc(-c2cccc(Cl)c2)o1
  -1.9 | -0.3 | -10 | -4
- C=CCN1C(=O)C(CC(N)=O)NC1=S (stereo not drawn)
  -0.6 | -0.1 | 17 | 2
- C=C(C)CSc1nc2sc3c(c2c(=O)n1-c1ccc(OC)cc1)CCCCC3
  -0.6 | -0.1 | 12 | 4
- COc1cccc2cc(C(=O)Nc3ccccc3C)/c(=N/O)oc12
  1.5 | -0.1 | -1 | -28
- O=C(Nc1ccc2[nH]ncc2c1)[C@H]1C[C@H](O)CN1C(=O)c1ccc(F)cc1
  0.4 | 0.1 | 5 | -20
- Cc1nnc2sc(-c3ccccc3NC(=O)c3ccco3)nn12
  -1.0 | 0.4 | 4 | 4
- Cc1cccc(-c2nsc(SCC(=O)N3CCc4ccccc43)n2)c1
  -1.8 | 0.0 | 9 | 1
- CCC(=O)Nc1ccc(C(=O)NNC(=O)c2ccc(Cl)cc2Cl)cc1
  0.1 | -0.1 | 1 | -10
- CCOC(CCn1c(=S)[nH]c2ccccc2c1=O)OCC
  -0.3 | -0.1 | 3 | -8
- Nc1nnc(-c2nonc2N)o1
  0.6 | 0.0 | 5 | -1
- O=C(CCCCn1c(=O)[nH]c2ccccc2c1=O)NCC1COc2ccccc2O1 (stereo not drawn)
  -0.5 | 0.0 | 5 | 3
- CCOC(=O)C1=C(CN2CCN(c3cccc(Cl)c3)CC2)NC(=O)NC1c1ccco1 (stereo not drawn)
  -0.5 | -0.1 | -4 | -4
- Cc1cnc(-c2cccc(N)c2)nc1NCCOc1ccccc1
  3.5 | -0.1 | -1 | 0
- O=C(O)C1CC=CCC1C(=O)Nc1ccc(F)c(Cl)c1 (stereo not drawn)
  1.7 | 0.3 | 10 | -4
- CCC(C)C(NC(=O)OCc1ccccc1)C(=O)Nc1ccc(C)c(C)c1 (stereo not drawn)
  -2.5 | 0.0 | -8 | 0
- Cc1ccc(CN2C(=O)C3(OCCCO3)c3ccccc32)cc1
  -0.3 | -0.1 | -8 | -1
- COc1cccc(C(=O)Nc2c3c(nn2-c2ccc(F)cc2)CS(=O)(=O)C3)c1
  -1.3 | 0.2 | 12 | -2
- Cc1ccc(N2CC(C(=O)Nc3ccccn3)CC2=O)cc1 (stereo not drawn)
  -0.2 | 0.5 | 8 | 8
- COc1ccc(Cl)cc1C(=O)N/C(=C\c1cccc([N+](=O)[O-])c1)C(=O)Nc1ccc(Br)c(C)c1
  -1.1 | 0.3 | 15 | 1
- Cc1cc(-c2ccco2)n(CC(=O)NCc2ccco2)n1
  0.5 | 0.1 | -9 | -14
- COc1ccc(CCNCc2ccc(OCC(=O)N3CCOCC3)c(OC)c2)cc1OC
  -1.0 | 0.1 | 9 | -4
- CCSc1ccccc1C(=O)Nc1ccc(S(=O)(=O)Nc2ncccn2)cc1
  -1.2 | -0.1 | 19 | 3
- COc1ccc(C(C)NC(=O)c2csc(C)c2)cc1OC (stereo not drawn)
  1.6 | 0.1 | 10 | 8
- CCC(C)c1ccc(NS(=O)(=O)c2ccc(NC(C)=O)cc2)cc1 (stereo not drawn)
  0.5 | -0.1 | -6 | -5
- CCc1cccc(NC(=O)CCNS(=O)(=O)c2ccc3c(c2)oc(=O)n3C)c1
  -0.4 | 0.1 | 16 | 4
- CCOC(=O)c1c(NC(=O)C(C)(C)C)sc(CC)c1-c1ccccc1
  0.2 | -0.1 | 1 | 13
- Cc1c(C(=O)N2CCC(C)CC2)sc2ncnc(N(C)c3ccccc3)c12
  3.2 | 0.0 | -12 | -24
- CC(C)C[C@@H]1NC(=O)[C@H]2CN(CC3CCCCC3)CCN2C1=O
  -0.5 | 0.0 | -19 | -5
- Cc1cccc(NS(=O)(=O)c2ccccc2[N+](=O)[O-])c1
  0.0 | -0.1 | 7 | -9
- Cc1cc(-c2cncnc2C2CCCN(CC(=O)NC(C)C)C2)on1 (stereo not drawn)
  -0.9 | 0.5 | -11 | 7
- CC1CCCC(C)N1CCCNC(=O)c1ccc2c(c1)NC(=O)c1ccccc1S2 (stereo not drawn)
  0.5 | -0.2 | 6 | -1
- COc1ccc(-c2nc3ccncc3[nH]2)cc1OC
  1.0 | 0.1 | 13 | 3
- CC1Cc2ccccc2N1C(=O)c1ccnc(C(C)(C)C)c1 (stereo not drawn)
  -1.2 | -0.1 | -1 | 11
- Cc1cccc(CC(=O)Nc2cnn(-c3ccc(C(=O)N4CC[C@@H](N(C)C)C4)cc3)c2)c1
  -0.7 | 0.2 | -5 | 5
- CC1=C(C(=O)Nc2cccc(F)c2)C2(CCCCC2)OC1=O
  -0.1 | 0.0 | 8 | 2
- Fc1ccc(-n2ncc3c(SCCC4OCCO4)ncnc32)cc1
  -0.9 | 0.1 | 8 | -38
- COC(=O)c1cn(NC(=O)c2cccs2)c(=O)c2ccccc12
  2.0 | 0.0 | -2 | -6
- Cc1cc(C)n(CC(=O)NCc2n[nH]c(=O)c3ccccc23)n1
  0.9 | 0.7 | 11 | 17
- CC(C)Cn1c(SCc2nc(-c3cccs3)no2)nnc1-c1ccncc1
  0.0 | -0.1 | 9 | -3
- O=C(CCSc1ccccc1C(=O)O)Nc1ccc(F)cc1
  3.0 | -0.1 | 7 | -21
- O=C1N[C@H](CO)C(=O)N2CCN(S(=O)(=O)c3ccc4ccccc4c3)C[C@H]12
  -0.3 | 0.6 | 0 | -5
- COc1ccc2nc3sc(C(=O)NCc4cccs4)c(N)c3cc2c1
  -0.4 | -0.1 | 1 | -75
- Cc1cc(-c2cncnc2C2CCCN(C(=O)c3cnn(C)c3C)C2)on1 (stereo not drawn)
  0.0 | 0.4 | 7 | 3
- COc1ccccc1C1C2=C(CCCC2=O)Nc2ccc3ncccc3c21 (stereo not drawn)
  -1.2 | -0.1 | 10 | -26
- COCCNC(=S)Nc1cccc2cnccc12
  2.9 | 0.0 | -9 | 3
- Cc1ccsc1C=Nc1cccc(S(N)(=O)=O)c1
  4.2 | 0.1 | -3 | 12
- CC(C)n1cnc2c(NC3CCN(Cc4ccccc4)CC3)nc(Nc3cccnc3)nc21
  -0.2 | -0.1 | 0 | 23
- O=C(Nc1ccccc1)c1cccc(N2CCN(Cc3ccc4c(c3)OCO4)CC2)n1
  1.4 | 0.0 | 12 | 10
- CCOc1ccc(-n2c(-c3cn(C)nc3C)n[nH]c2=S)cc1
  0.2 | 0.0 | 11 | 7
- Cc1nc(N(C)c2ccc(C(C)C)cc2)c2c(C)c(C(=O)Nc3ccc(C)c(F)c3)sc2n1
  -0.4 | 0.2 | -12 | -8
- CCC(C)NC(=O)c1cnc2scc(-c3ccccc3Cl)n2c1=O (stereo not drawn)
  -0.9 | 0.3 | 14 | -2
- CNC(=S)N(CCc1c(C)[nH]c2ccccc12)Cc1cccnc1
  -0.4 | 0.5 | 3 | -6
- COC(=O)C1=CN(CC(C)C)C=C(C(=O)OC)C1c1cc(Br)ccc1OC
  -0.6 | 1.1 | 5 | 15

Random excerpt: two entries already listed.
Values run as follows: GPR151 ag | FBW7 activator | MITF primary | TEAD-YAP inh
- CC(C)Cn1c(SCc2nc(-c3cccs3)no2)nnc1-c1ccncc1
  0.0 | -0.1 | 9 | -3
- O=C(CCSc1ccccc1C(=O)O)Nc1ccc(F)cc1
  3.0 | -0.1 | 7 | -21

(next part)
Values run as follows: GPR151 ag | FBW7 activator | MITF primary | TEAD-YAP inh
- CCCc1nnc(SCC(=O)N2CCCC2)n1Cc1ccco1
  -0.2 | -0.1 | 0 | -2
- O=C(NNC(=O)C1c2ccccc2Oc2ccccc21)Nc1ccc2c(c1)OCO2
  2.1 | 0.0 | -10 | 61*
- C=CCCC(=O)N1CCC2(CC1)c1ccccc1[C@@H](NC(=O)CC)[C@@H]2OCc1cccnc1
  0.0 | 0.0 | -7 | -11
- CC(C)N(C(=O)CSc1nnc(-c2ccccc2)n1N)c1ccccc1
  -2.2 | 0.2 | 22 | -3
- CC(C)CCC1CC(CSC(=N)N)OC1=O (stereo not drawn)
  2.2 | 0.0 | 7 | -3
- CCn1c(C)c(C(C)=O)c(N2CCN(Cc3ccc4c(c3)OCO4)CC2)nc1=S
  0.5 | -0.2 | -1 | 1
- O=S(=O)(c1ccc(F)cc1)N1CCN(Cc2ccccc2F)CC1
  0.5 | -0.1 | 3 | 20
- CCC(C)NC(=O)CN1N=C(c2ccc(C)cc2)CCC1=O (stereo not drawn)
  -1.5 | 0.0 | 11 | -9
- OCC1(CO)COC(c2ccccc2)=N1
  2.3 | 0.0 | 11 | -6
- COc1ccc(-c2cc(-c3ccccc3)nc(Br)c2C#N)cc1
  0.7 | -0.2 | -2 | 0
- CC1CN(CCOc2ccc([N+](=O)[O-])cc2)CC(C)O1 (stereo not drawn)
  0.3 | -0.4 | 49 | 1
- COc1cccc(-n2nnc3c(N4CCN(C(=O)c5cccc(Cl)c5)CC4)ncnc32)c1
  1.1 | 0.0 | -13 | -11
- CC1CCN(C(=O)C2CCC(CNS(=O)(=O)c3cccc4nsnc34)CC2)CC1 (stereo not drawn)
  0.0 | 0.0 | 12 | 1
- CSc1cccc(NC(=O)c2nn(C)c3c2CS(=O)(=O)c2ccccc2-3)c1
  -1.7 | 0.4 | 5 | 14
- O=C(O)c1ccc2c(c1)CC(c1nc3ccc(-c4cn[nH]c4)cc3c(=O)[nH]1)CO2 (stereo not drawn)
  1.2 | 0.8 | 8 | 1
- CCOC(=O)Cn1nc(-c2ccccc2)c(-c2ccccc2)nc1=O
  -1.7 | 0.3 | 11 | 9
- O=C(NC1CCCc2ccccc21)C1CCCO1 (stereo not drawn)
  2.2 | -0.1 | -2 | -6
- CN1CC=C2C(C#N)=C(N)C(C#N)(C#N)C(c3cccc(Cl)c3Cl)C2C1 (stereo not drawn)
  -0.5 | 0.0 | 9 | 0
- O=C1CCCN1CCCNCC(O)c1ccccc1 (stereo not drawn)
  -0.3 | -0.1 | 25 | 3
- Cc1ccccc1NC(=O)CCS(=O)(=O)c1ccc2c(c1)OCC(=O)N2
  -0.1 | -0.1 | -4 | 3
- COc1cc(C(=O)Nc2ccc(NC(=O)c3ccco3)nc2)cc(OC)c1OC
  -1.0 | -0.1 | 13 | 7
- O=C(Cn1cnc2sc3c(c2c1=O)CCC3)Nc1ccc(F)c(Cl)c1
  1.2 | -0.1 | 3 | 6
- Cn1cccc1C(=S)N=P(C1CCCCC1)(N1CCOCC1)N1CCOCC1
  1.6 | 0.0 | -15 | -4
- CCCCNC(=O)C1(NC(=O)Nc2ccccc2)CCCCC1
  2.0 | 0.0 | 4 | 3
- CC(=O)N1C(=O)c2cccc3c([N+](=O)[O-])ccc1c23
  0.0 | 0.2 | 4 | -1
- O=C(NCc1cccnc1)C1(c2cccs2)CCOCC1
  0.2 | 0.1 | 3 | 3
- CCC(O)CNC(=O)NC(=C(Cl)Cl)c1ccc(C)c(F)c1 (stereo not drawn)
  -0.5 | 0.0 | 4 | 0
- CCn1c(O)c(C=NCc2ccccc2Cl)c(=O)[nH]c1=O
  4.4 | 0.0 | -6 | 7
- CCOc1cc(/C=C(\C#N)c2ccc([N+](=O)[O-])cc2)cc(Br)c1O
  -2.5 | 0.1 | 8 | 6
- O=C(Nc1c(F)cccc1F)c1ccc(I)cc1
  1.9 | 0.0 | -5 | 6
- CCOC(=O)c1c(CSc2nc3ccccc3s2)[nH]c2cc(Br)c(OC(C)=O)cc12
  -1.0 | 0.2 | 10 | 9
- O=[N+]([O-])c1ccc(NS(=O)(=O)c2ccccc2)c(NS(=O)(=O)c2ccccc2)c1
  0.6 | 0.1 | 10 | 9
- CC(Cc1ccccc1F)N1CCC(n2nccc2NC(=O)C(C)(C)C)CC1 (stereo not drawn)
  -0.5 | -0.1 | -10 | 0
- CC(C)Cc1ccc(C#N)c(SC2CC(=O)N(c3ccccc3)C2=O)n1 (stereo not drawn)
  7.5* | -0.3 | -7 | -33

A draw from above in order of heavy-atom count, low to high:
Values run as follows: GPR151 ag | FBW7 activator | MITF primary | TEAD-YAP inh
- O=C(Nc1c(F)cccc1F)c1ccc(I)cc1
  1.9 | 0.0 | -5 | 6
- CCn1c(O)c(C=NCc2ccccc2Cl)c(=O)[nH]c1=O
  4.4 | 0.0 | -6 | 7
- CCOc1cc(/C=C(\C#N)c2ccc([N+](=O)[O-])cc2)cc(Br)c1O
  -2.5 | 0.1 | 8 | 6
- CC(Cc1ccccc1F)N1CCC(n2nccc2NC(=O)C(C)(C)C)CC1 (stereo not drawn)
  -0.5 | -0.1 | -10 | 0
- O=[N+]([O-])c1ccc(NS(=O)(=O)c2ccccc2)c(NS(=O)(=O)c2ccccc2)c1
  0.6 | 0.1 | 10 | 9
- CCOC(=O)c1c(CSc2nc3ccccc3s2)[nH]c2cc(Br)c(OC(C)=O)cc12
  -1.0 | 0.2 | 10 | 9

Assay outcomes deposited in PubChem BioAssay by The Scripps Research Institute Molecular Screening Center.
